Compound activity from PubChem BioAssay.
CD40 NFkB inh – inhibitors of CD40-induced NF-kB signaling, primary screen, BL2 cells, luciferase reporter, single point | CD40L-induced, 4 h | inhibition, % at 10 µM | 83,000 compounds, 0.94% hits | AID 1053188, 2014;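 active = mean inhibition of at least 50% with a set share of replicates also reaching that level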;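 also: 0% = neutral control wells and 100% = IKK inhibitor VII at 50 µM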
* marks the source's active call; other numbers are inactive results; [ ] = remark or other dose.

SMILES	CD40 NFkB inh
CCc1cc(SC#N)ccc1N	6
CC(C)(C)C(=O)NCc1ccc(C(=O)CN2C(=O)NC3(CCCC3)C2=O)s1	7
CO[C@H]1CN(C)C(=O)c2cc(NC(=O)NC3CCCCC3)ccc2OC[C@H](C)N(C)C[C@H]1C	1
CCOc1cc(/C=N/NC(=O)c2cccnc2)ccc1OCc1ccc(C(=O)OC)o1	4
CCOC(=O)c1[nH]c2ccc(OC)cc2c1NC(=O)NC(C)C	9
Cc1nn(C)c(C)c1/C=C(\C#N)S(=O)(=O)c1ccc(F)cc1	6
O=C1CSCC(=O)N1c1ccccc1	5
CCCNC(=O)N1C[C@@H](O)COC[C@H]2O[C@H](CC(=O)OC)CC[C@@H]21	-2[25 µM]
CC1CCCCC1NCC(=O)Nc1ccccc1C(=O)Nc1ccccc1 (stereo not given)	-2
CC(=O)NCCn1c(SCC(=O)NCCc2ccc(S(N)(=O)=O)cc2)nc2ccccc2c1=O	-2
COc1ccccc1NC(=O)c1cnc(SCC(=O)NCCc2ccccc2)n(C)c1=O	0
CCC(C)NC(=O)c1ccc([N+](=O)[O-])c(Cl)c1 (stereo not given)	-2
O=C(COC(=O)C1CC1)Nc1ccccc1Sc1ccccc1	5
Cc1cccnc1NC(=O)c1ccc(C(=O)c2ccccc2)cc1	-42
COc1ccccc1OCC(=O)Nc1cccc(C(=O)N2CCOCC2)c1	1
N#Cc1ccccc1NC(=O)COC(=O)c1cccs1	0
CN(C)C(CN=C1NS(=O)(=O)c2ccccc21)c1ccco1 (stereo not given)	11
Cc1ccc(CCN2CC(C(=O)NCc3ccco3)CC2=O)cc1 (stereo not given)	5
COc1ccc(OCCCn2c(=O)oc3ccccc32)cc1	-36
Cc1ccc(NC(=O)CN2CCOCC2)cc1S(=O)(=O)N1CCCCC1	7
CC1(c2ccccc2Cl)NC(=O)N(CC(=O)N2CCc3ccccc3C2)C1=O (stereo not given)	3
C/C=C/c1ccc([C@H]2[C@@H](CO)N(CCC)[C@H]2CN(CC)C(=O)c2ccccn2)cc1	21[25 µM]
CCCc1cc(NC(=O)COC(=O)c2nccnc2N)n(-c2ccccc2)n1	2
CC(=O)Nc1sc(-c2ccccc2)nc1-c1ccccc1	-5
Cc1ccc(S(=O)(=O)CC2CSc3nc4ccccc4n32)cc1 (stereo not given)	12
Cc1nn(-c2ccccc2)nc1-c1nnc(-c2cccc3ccccc23)o1	-2
O=C(C[C@H]1C[C@@H]2c3cc(NC(=O)CC4CC4)ccc3O[C@@H]2[C@H](CO)O1)NCC1CC1	14[25 µM]
Cc1cccc(NC(=O)c2ccc(N3CCCCC3)c([N+](=O)[O-])c2)n1	-53
CSc1cccc(NC(=O)/C=C/c2ccco2)c1	-12
C/C=C/c1ccc([C@@H]2[C@H](C#N)N(C(=O)NC3CCCCC3)[C@H]2CO)cc1	-8[25 µM]

Of the compounds above, these have an aryl methoxy group.
SMILES	CD40 NFkB inh
CCOC(=O)c1[nH]c2ccc(OC)cc2c1NC(=O)NC(C)C	9
COc1ccccc1NC(=O)c1cnc(SCC(=O)NCCc2ccccc2)n(C)c1=O	0
COc1ccccc1OCC(=O)Nc1cccc(C(=O)N2CCOCC2)c1	1
COc1ccc(OCCCn2c(=O)oc3ccccc32)cc1	-36

(listing goes on)
SMILES	CD40 NFkB inh
O=C(COC(=O)c1cnccn1)c1ccc(OC(=O)c2ccccc2)cc1	-38
Cc1cc(Br)ccc1NC(=O)CN(C)C(=O)c1ccc2ccccc2n1	-48
CCCC(=O)Nc1ccc2c(c1)C(=O)N(C)[C@@H]1CC[C@H](CC(=O)NCc3cccc(F)c3)O[C@H]1CO2	-17[25 µM]
Cc1c(Cl)cccc1NC(=O)CCC(=O)N/N=C/c1ccc[nH]1	1
O=C(c1ccc(NC2=NC3CS(=O)(=O)CC3S2)cc1)N1CCc2ccccc2C1 (stereo not given)	4
CCC(=O)c1ccc(OCC(O)CN2CCN(S(=O)(=O)N3CCCCC3)CC2)cc1 (stereo not given)	2
Cc1ccccc1S(=O)(=O)NCC[C@H]1CC[C@H](NC(=O)C2CCCC2)[C@H](CO)O1	-2
CCN(c1ccc(NC(=O)CCc2nc3sc4c(c3c(=O)[nH]2)CCCC4)cc1)C(C)C	-2
C[C@@H]1CN([C@@H](C)CO)C(=O)CCCn2nncc2CO[C@@H]1CN(C)S(=O)(=O)c1ccc(C#N)cc1	0[25 µM]
CCc1ccccc1Oc1ccc(S(=O)(=O)N2CCN(C)CC2)cn1	-35
O=C(C1CC1)N1[C@@H](CO)[C@@H]2c3ccccc3N(S(=O)(=O)c3ccccc3)C[C@@H]21	7
C[C@@H]1CCCCO[C@@H](CN(C)C(=O)Nc2ccccc2)[C@@H](C)CN([C@H](C)CO)C(=O)c2cc(NC(=O)Nc3ccc4c(c3)OCO4)ccc2O1	-6
COc1ccc(-c2noc(CN3CCCCC3c3nccn3C)n2)cc1 (stereo not given)	1
O=C(CCNS(=O)(=O)c1ccccc1F)NCc1ccc2c(c1)OCO2	16
O=C(NCCN1CCOCC1)c1cnn2c(-c3ccccc3)cc(-c3ccccc3)nc12	-9
CC(C)c1ccc(NC(=O)CCCN2C(=O)NC(C)(C)C2=O)cc1	2
CCCC(=O)N1CCN(Cc2ccc3c(c2)OCO3)CC1	0
COc1ccccc1CN(C)C(=O)COC(=O)c1c(C)noc1C	21
C[C@H](O)C#Cc1cnc2c(c1)C(=O)N([C@H](C)CO)C[C@H](C)[C@@H](CN(C)Cc1cccc(C(=O)O)c1)O2	-7[25 µM]
CCOc1cc(N2CCOCC2)c(OCC)cc1NC(=O)COC(=O)c1ccc(Cl)nc1	1
O=C1CCCc2nc(N3CCc4ccccc43)ncc21	-86
CC(C)NC(=O)Nc1ccc2c(c1)C(=O)N([C@@H](C)CO)C[C@@H](C)[C@H](CN(C)S(=O)(=O)c1ccccc1)OCCCC[C@@H](C)O2	1
CO[C@H]1CN(C)C(=O)c2cc(NC(=O)C3CCOCC3)ccc2OC[C@@H](C)N(CC2CC2)C[C@@H]1C	-5
CN(C)CC1CCC/C(=C/c2ccc(Cl)cc2)C1=O (stereo not given)	8
C#CCOC(=O)c1csc2nnsc12	-1
N#CCc1c[nH]c2ccc([N+](=O)[O-])cc12	14
O=C(COC(=O)c1cccc(Cl)c1)NC1CCS(=O)(=O)C1 (stereo not given)	5
N#Cc1ccccc1OCC(=O)NC(=O)NC1CCS(=O)(=O)C1 (stereo not given)	-40
COc1ccc(CN(Cc2cccn2C)S(=O)(=O)c2ccccc2)cc1	8
COc1ccc2c3c([nH]c2c1)[C@@H](CO)N(C(=O)Nc1ccc(F)cc1)CC31CN(C(=O)Nc2c(C)noc2C)C1	-20[25 µM]
CCc1cc2c(N[C@@H](C)C(=O)O)ncnc2s1	3
CCS(=O)(=O)N1Cc2ccccc2CC1C(=O)Nc1ncc(C)s1 (stereo not given)	-70
O=C(Nc1nc2nc(-c3ccccc3)cc(=O)n2[nH]1)c1ccccc1	1
CO[C@H]1CN(C)C(=O)c2cc(NC(=O)c3nc4ccccc4s3)ccc2OC[C@H](C)NC[C@H]1C	-5[25 µM]
O=C(c1ccccc1)N1CC[C@@H]2[C@H](CO)Nc3ccc(C#Cc4ccccc4F)cc3[C@@H]21	-8
O=C(CSc1nnnn1C1CC2C=CC1C2)Nc1ccc(C(=O)O)cc1 (stereo not given)	16
Cc1cccc(C(=O)OCC(=O)NC(C)C2CC3CCC2C3)c1O (stereo not given)	2
CC(C)(C)[S@](=O)N1Cc2cc(C(=O)N3CCCCC3)nc(-c3cccc(C4=CCCC4)c3)c2[C@@H]1CCO	-3
COC(=O)c1c(C(=O)OC)c2n(c1C)CCC2	9
CN1CCN(c2ccc(-c3ccnn3C(=O)Nc3ccccc3)cc2)CC1	-44
CNC(=O)COc1ccccc1C(=O)Nc1ccc2c(c1)oc1ccccc12	-5
Cc1ccc2nc(C)cc(NCCO)c2c1	2
COc1cccc(-c2ccc3c(c2)[C@@H]2[C@@H](CCN2C(=O)C2CCC2)[C@@H](CO)N3)c1	-41
CC(C)Cc1nc2ccccc2[nH]1	8
O=C(O)c1ccc(COCC(F)(F)F)cc1	17

Sorted by the number under CD40 NFkB inh (low to high): some entries from above
SMILES	CD40 NFkB inh
CCS(=O)(=O)N1Cc2ccccc2CC1C(=O)Nc1ncc(C)s1 (stereo not given)	-70
CSc1cccc(NC(=O)/C=C/c2ccco2)c1	-12
O=C(c1ccccc1)N1CC[C@@H]2[C@H](CO)Nc3ccc(C#Cc4ccccc4F)cc3[C@@H]21	-8
Cc1ccccc1S(=O)(=O)NCC[C@H]1CC[C@H](NC(=O)C2CCCC2)[C@H](CO)O1	-2
N#Cc1ccccc1NC(=O)COC(=O)c1cccs1	0
O=C(Nc1nc2nc(-c3ccccc3)cc(=O)n2[nH]1)c1ccccc1	1
CC(C)(C)C(=O)NCc1ccc(C(=O)CN2C(=O)NC3(CCCC3)C2=O)s1	7

Going on with the list:
SMILES	CD40 NFkB inh
Cc1ccc(S(=O)(=O)N[C@@H]2C=C[C@H](CC(=O)NCc3ccc(Cl)c(Cl)c3)O[C@H]2CO)cc1	2[25 µM]
O=C(NCc1ccncn1)[C@H]1[C@H](CO)[C@H]2Cn3c(ccc(-c4ccc(F)cc4)c3=O)[C@H]2N1CC1CC1	12[25 µM]
O=C(OCC#CCSc1nc2ccccc2o1)c1cc2ccccc2o1	-81
O=C(COc1ccccc1)N(Cc1cc2ccccc2[nH]c1=O)CC1CCCO1 (stereo not given)	12
Cc1cccn2cc(-c3cccc(S(=O)(=O)N4CCOCC4)c3)nc12	5
COc1cccc(-c2ccc(C3[C@@H]4CN(C(=O)Cc5ccncc5)C[C@H]3N4)cc2)c1 (stereo not given in full)	-8[25 µM]
CN(C)C(CNC(=O)CCCN1C(=O)c2cccc3cccc(c23)C1=O)c1ccccc1 (stereo not given)	-4
COc1cccc(C(=O)N2CCN(C(=O)c3cccs3)CC2)c1OC	7
O=C(Nc1cccc(C(=O)NC2CCCC2)c1)c1ccccc1	5
O=C(C[C@H]1CC[C@H]2[C@@H](COC[C@@H](O)CN2CCC(F)(F)F)O1)NCC1CC1	-17[25 µM]
CCN1CCN(C(=O)C2CCN(C(=O)Nc3ccccc3)CC2)CC1	0
CCCc1nc2cc(Cl)c([N+](=O)[O-])cc2o1	5
O=C(C[C@@H]1CC[C@H]2[C@@H](COC[C@@H](O)CN2C(=O)c2ccc3c(c2)OCO3)O1)NC1CCC1	-3[25 µM]
C=C(C)COc1ccc(-c2n[nH]c(C)c2-c2ccc(OC)cc2)c(O)c1	30
O=C(CCNS(=O)(=O)c1cccc2nsnc12)NCc1cccs1	-6
O=C(COc1cccnc1[N+](=O)[O-])N1CCN(C(=O)c2ccco2)CC1	9
CO[C@H]1CN(C)C(=O)c2cc(NC(=O)NC(C)C)ccc2OC[C@H](C)N(C(=O)CN(C)C)C[C@H]1C	-4[25 µM]
CCOC(=O)C1(Cc2ccccc2)CCCN(Cc2ccncc2)C1 (stereo not given)	2
CCN(C(=O)COC(=O)CNC(=O)c1ccc(C)s1)c1ccccc1	4
C[C@H]1CN([C@@H](C)CO)C(=O)CCCn2cc(nn2)CO[C@@H]1CN(C)C(=O)c1ccncc1	4[25 µM]
COc1ccccc1Nc1ccc(S(=O)(=O)N2CCCCC2)cc1[N+](=O)[O-]	-1
O=C(COC(=O)c1ccccc1-n1cnnn1)c1ccccc1	8
Cc1cccn2cc(CCNS(=O)(=O)c3cccs3)nc12	-23
Nc1cc(=O)[nH]c(SCC(=O)Nc2ccccc2Sc2ccc(Cl)cc2)n1	27
CCC(C)NC(=O)Nc1ccccc1F (stereo not given)	-3
C[C@@H]1CN([C@H](C)CO)C(=O)c2cc(NS(=O)(=O)c3ccc(Cl)cc3)ccc2O[C@@H]1CN(C)CC1CCCCC1	3[25 µM]
Cc1cc(NS(=O)(=O)c2ccc(NC(=O)c3ccc(F)cc3)cc2)nc(C)n1	7
O=C(CC1C(=O)Nc2ccccc2N1CC(=O)N1CCCC1)Nc1ccc(Br)cc1 (stereo not given)	-3
C[C@@H]1CN([C@@H](C)CO)C(=O)CCCn2cc(nn2)CO[C@@H]1CN(C)C(=O)c1ccc2ccn(C)c2c1	2[25 µM]
CCc1ccccc1NC(=O)CN1CCN(C(=O)C(C)NC(=O)c2ccc(Cl)cc2)CC1 (stereo not given)	0

An excerpt from above in order of length of the SMILES, largest number first:
SMILES	CD40 NFkB inh
CCc1ccccc1NC(=O)CN1CCN(C(=O)C(C)NC(=O)c2ccc(Cl)cc2)CC1 (stereo not given)	0
O=C(CC1C(=O)Nc2ccccc2N1CC(=O)N1CCCC1)Nc1ccc(Br)cc1 (stereo not given)	-3
Cc1cccn2cc(CCNS(=O)(=O)c3cccs3)nc12	-23

Further compounds
SMILES	CD40 NFkB inh
C[C@@H]1CN([C@@H](C)CO)C(=O)Cc2cc(NS(=O)(=O)c3ccc(F)cc3)ccc2O[C@@H]1CN(C)Cc1ccc(C(F)(F)F)cc1	47*
COC(=O)c1cn(C(=O)c2ccccc2F)nc1N	1
N#C[C@@H]1[C@@H](c2ccc(-c3cccnc3)cc2)[C@H](CO)N1C(=O)C1CC1	-12
CC(=O)c1sc(Nc2cccc(C)c2)nc1C	-67
CCN(CC)C(=O)c1oc2ccc(S(=O)(=O)N3CCCCCC3)cc2c1C	15
O=C(CN1C(=O)c2ccccc2C1=O)N1CCN(C(=O)c2ccco2)CC1	7
Cc1nc2ccccn2c1C(=O)NN	-5
CCSc1nnc(C)c2ccccc12	11
CCCN1Cc2cccc(C(=O)Nc3ccc4c(c3)OCO4)c2C1=O	-73
O=C(c1cnccn1)N1CC(=O)N2[C@H](C1)[C@H](c1ccc(-c3cccc(F)c3)cc1)[C@@H]2CO	0[25 µM]
O=C(COC(=O)c1ccc(S(=O)(=O)Nc2ccccc2)cc1)NC1CCCC1	10
CN1C2C=CC(=O)C1C1C(=O)N(c3ccccc3)C(=O)C12 (stereo not given)	39
COc1cc(/C=C/C(=O)OCC(=O)Nc2nnc(-c3ccccc3)o2)cc(OC)c1OC	3
Nc1ncc2c(n1)CCN(c1ccc([N+](=O)[O-])cc1)C2	4

These rows are one share of the data (hit frequency here may not be typical).
